# LmPK inh: inhibitors of Leishmania mexicana pyruvate kinase; purified LmPK, Kinase-Glo ATP luminescence, 1 h; Potency, µM (top dose mostly 57.5 µM), inactives show top-dose activity change, negative = inhibition, most hits filed as inhibitors; 0.37% of 290,000 active; also: potency is read from the fitted curve at half-maximal effect; % is scaled to controls: 0 for no effect and ±100 for the full control effect
# Target sequence (Q27686 whole entry, looked up): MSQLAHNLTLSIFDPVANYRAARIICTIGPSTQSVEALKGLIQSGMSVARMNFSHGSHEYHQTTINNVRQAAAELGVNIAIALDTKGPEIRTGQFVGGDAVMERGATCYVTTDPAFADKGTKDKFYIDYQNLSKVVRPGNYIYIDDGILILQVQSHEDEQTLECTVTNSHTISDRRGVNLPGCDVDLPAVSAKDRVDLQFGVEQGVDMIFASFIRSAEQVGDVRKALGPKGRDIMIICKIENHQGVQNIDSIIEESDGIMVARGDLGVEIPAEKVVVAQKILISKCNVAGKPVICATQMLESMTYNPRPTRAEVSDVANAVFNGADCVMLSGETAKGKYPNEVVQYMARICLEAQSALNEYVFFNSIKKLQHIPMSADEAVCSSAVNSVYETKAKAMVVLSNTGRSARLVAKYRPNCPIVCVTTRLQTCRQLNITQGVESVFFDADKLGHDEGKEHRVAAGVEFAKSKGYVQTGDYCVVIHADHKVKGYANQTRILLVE
#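 In 50 mM imidazole pH 7.2 with 7 mM MgCl2, LmPK (0.1 nM) turned over PEP (0.5 mM) and ADP (0.1 mM) for 1 h at room temperature. Luciferase read-out of ATP.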
# Pf growth 96h: inhibits malaria parasite growth, 96 h | P. falciparum luciferase reporter growth, 96 h | Potency, µM (titrated, usually from 28.7 µM), without a hit: at the highest dose activity change, negative = inhibition, usual class: inhibitors | 6.9% of 320,000 active; also: potency is read from the fitted curve at half-maximal effect; % is scaled to controls: 0 for no effect and ±100 for the full control effect
#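 Two-generation exposure (96 h) targets delayed-death phenotype. Reporter parasites carrying integrated firefly luciferase, in red cells at 2% hematocrit and 0.05% parasitemia final, kept at 37 C, 5% CO2; luminescence loss indicates inhibition.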
# HCV inh: blocks hepatitis C virus | Huh7.5.1 HCVcc-Cre infection, luciferase reporter, 44 h | Potency, µM (titrated, usually from 41.8 µM), inactives show at the top dose activity change, negative = inhibition, most hits filed as inhibitors | 3.4% of 340,000 active | AID 651820; also: potency is read from the fitted curve at half-maximal effect; % is scaled to controls: 0 for no effect and ±100 for the full control effect
#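 Cells seeded at 1,000/well and cultured 4 h, then compounds added followed by HCVcc-Cre virus (~0.5 moi). After 44 h further culture, luciferase substrate was added, plates held 15 min at room temperature, and luminescence read for 15 sec.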
# Pf growth 48h: inhibits P. falciparum growth in the first generation, 48 h; Potency, µM (top dose mostly 28.7 µM), for the others: at the highest dose activity change, negative = inhibition, usual class: inhibitors; P. falciparum luciferase growth in erythrocytes, 48 h; 5.9% of 310,000 active; also: potency is read from the fitted curve at half-maximal effect; % is scaled to controls: 0 for no effect and ±100 for the full control effect
#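 First compound was added to culture medium, then infected red cells at 0.1% parasitemia and 2% hematocrit (final). After incubation at 37 C under 5% CO2, luciferase detection reagent was dispensed and light output recorded.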
# Cycloheximide cs: affects cycloheximide protein synthesis inhibition readout, counter-screen; max response, %; 12% of 300,000 active; cell reporter, cycloheximide protein synthesis inhibition counterscreen; in the data active = max response mostly above about 13%, no sharp cut-off; inactive = mostly below about 14%; also: read at 38.3 µM for the half of the compounds with a filed dose; 0% is about no effect
# TbPYK inhibitor: T. brucei pyruvate kinase inhibition; Q57TT1; TbPYK enzyme, Kinase-Glo Plus ATP luminescence, 45 min; Potency, µM (doses to about 76.8 µM), without a hit: at the top dose activity, negative = inhibition, usual class: inhibitors; 0.12% of 410,000 active; also: potency is read from the fitted curve at half-maximal effect; % is scaled to controls: 0 for no effect and ±100 for the full control effect; nearly all actives have a fitted effect of over 50% in size
#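 ADP (130 uM final) triggers the TbPYK reaction after compound addition; incubation is 45 min at room temperature. Kinase-Glo Plus is then added and luminescence imaged. Normalized data are fitted to concentration-effect curves.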
# Shiga toxin inh: blocks Shiga toxin action in Vero cells; inhibition, % at 38.7 µM; 9.2% of 290,000 active; Vero cells, Shiga toxin protein synthesis inhibition reporter; in the data active = inhibition mostly above about 28%, no sharp cut-off; inactive = mostly below about 43%; also: 0% is about no effect
# The depositor's hits bear a star; i = inactive; ? = inconclusive; · = no result given; & = joins results of further samples; [ ] = another dose, or the depositor's remark. Unless noted, calls follow the shape of the dose curve; as a rule, active = well fitted curve in the direction sought with a large enough effect; inconclusive = small, poorly fitted or top-dose-only effect, or another doubt; inactive = no such curve, though single readings can be large; an effect the other way counts as inactive or inconclusive.
SMILES,LmPK inh,Pf growth 96h,HCV inh,Pf growth 48h,Cycloheximide cs,TbPYK inhibitor,Shiga toxin inh
CCn1c(CN2CCOCC2)nnc1SCC(=O)Nc1ccc(C)cc1,-5%,?,·,-13%,-4,1%,-10
CCCC1=Nc2cc(C(=O)N3CCCC3)ccc2Sc2ccc(C)cc21,6%,6%,-22%,12µM*,-3,-25%,-10
COc1ccc(C(=O)C(OC(=O)c2ccccc2)c2ccccc2)cc1 (stereo unspecified),0%,60%[activator],10%,61%[activator],49*,2%,104*
Brc1cc2c(cc1/C=N/Nc1nc3ccccc3s1)OCO2,4%,203%[activator],19%,98%[activator],21*,-2%,28*
CCN1/C(=C/c2ccc3ccc(C)cc3[n+]2CC)Sc2ccccc21,-7%,25%,?,1.2µM*,12*,-12%,5
C=C1CCC2C(C)(C)[C@H](O)CC[C@@]2(C)[C@@H]1COc1cc(=O)oc2ccccc12 (stereo partly specified),0%,15µM*,-8%,?,-5,-5%,-4
O=C1COc2ccc(S(=O)(=O)N3CCCCC3)cc2N1,-9%,1%,12%,10%,-12,0%,1
CC(OC(=O)c1cc(=O)[nH]c2ccccc12)C(=O)NC1CCCC1 (stereo unspecified),·,28%,14%,6%,·,-5%,·
Cc1onc(-c2ccccc2)c1C(=O)n1nnc2ccccc21,9%,51%[activator],4%,17%,-1,-4%,-1
O=C(O)COc1ccccc1/C=N/NC(=O)CSc1nc2ccccc2n1Cc1ccccc1Cl,-2%,?,4%,?,-2,-6%,-2
COc1cccc(C(CNC(=O)C2CCN(C(=O)Nc3ccccc3)CC2)N(C)C)c1 (stereo unspecified),·,-9%,-2%,?,·,2%,·
CCCc1cc(=O)oc2c(C)c(OC(C)C(=O)NCC(O)c3ccccc3)ccc12 (stereo unspecified),0%,-15%,?,-26%,-3,10%,-4
CCCOC(=O)c1ccc(NC(=O)CN(C)Cc2cccs2)cc1,1%,0%,-11%,3%,4,0%,23
CC(C)(C)S(=O)c1cccs1 (stereo unspecified),-2%,11%,8%,·,1,0%,-18
CCC(=O)NCCNc1ccc([N+](=O)[O-])cn1,-3%,?,1%,19%,-5,·,19
Cc1cc(F)ccc1S(=O)(=O)N1CCCOC1CNC(=O)C(=O)NC1CCCC1 (stereo unspecified),1%,2%,8%,0%,-3,0%,3
CCOc1ccc(N2C(=O)CSC23CCCCC3)cc1,1%,?,24%,-26%,-3,1%,-5
O=C(CN1C(=O)C2CC=CCC2C1=O)Nc1ccccc1N1CCCC1 (stereo unspecified),·,6%,11%[8.37 µM],1%,·,-5%,·
CCN1CNC(=S)N(c2ccccc2OC)C1,-3%,8%,34%[activator],20%,4,0%,5
Cc1c(-c2ccccc2)cn2c1-c1ccc(C)n1CC2,0%,37%[activator],-5%,?,-4,-5%,-11
Cc1ccc(CNC(=O)Nc2ccc3c(c2)N(C)C(=O)CS3)cc1,-1%,-25%,-11%,?,9,2%,-5
CC1(C)CC(=O)c2cnc(N3CCN(c4ccccc4)CC3)nc2C1,-1%,?,12%,-7%,-2,-1%,19
COC(=O)c1cc(S(=O)(=O)N2CCN(c3ccccc3F)CC2)c[nH]1,1%,?,?,?,9,-1%,14
O=c1oc(CCO)cc2ccc(-c3ccc4[nH]ccc4c3)cc12,·,80%[activator],?,42%[activator],·,1%,·
O=C(CSc1nnc(Cc2cccs2)n1C1CCCCC1)N1CCCc2ccccc21,1%,·,?,?,8,-11%,3
N#CC1=C(N)N(c2ccc(Oc3ccccc3)cc2)C(=O)C1,5%,?,?,?,-2,-11%,-1
O=C(N/C(=C/c1ccc(Cl)cc1)C(=O)N1CCCC1)c1ccccc1,1%,1%,7%,-11%,-2,-1%,-6
COc1ccc(C(=O)N2CC(=O)Nc3ccc(C)cc3C2c2ccccc2)cc1 (stereo unspecified),-2%,40%,12%,?,-2,0%,3
c1ccc(C2Nc3cccc4cccc(c34)N2)cc1,-16%,26%,26%,?,-2,-10%,10
COc1ccc(-c2nnc(NC(=O)C(C)C)o2)cc1,-2%,-17%,10%,·,-3,-2%,1
Cc1c(/C(O)=C2/C(=O)C(=O)N(CCN3CCOCC3)C2c2ccccn2)cnn1-c1ccccc1 (stereo unspecified),-2%,?,3%,110%[activator],28*,1%,50*
COc1cc(/C=C2\C(C)=C(C#N)c3nc(N)c(C#N)c(C)c32)ccc1OCC(=O)O,-10%,19%,2%,23%,-2,-12%,-9
CCOc1ccc(C(=O)Cn2cnnc2C#N)cc1,5%,-21%,3%,-26%,-4,5%,16
S=c1[nH]nc(CSc2nc3ccccc3s2)n1Cc1ccccc1,?,-19%,7%,·,-6,?,-25
COc1ccc(C2c3ccsc3CCN2C(C)=O)cc1 (stereo unspecified),1%,6%,5%,-7%,-2,-21%,-11
O=C(CCNC(=O)c1ccccc1Cl)NCC1CCCO1 (stereo unspecified),·,41%[activator],14%,8%,·,0%,·
O=C(N1CCCC1)C12CC3CC(C1)CC(C(=O)N1CCCC1)(C3)C2,-4%,-2%,2%,-8%,6,-15%,-13
Cc1ccc(CNC(=O)Cn2cnc(S(=O)(=O)N3CCCCC3)c2)o1,-2%,?,7%,29%,6,-6%,0
COc1ccc(C(=O)Cc2nnc(C)s2)c(OC)c1,-1%,-22%,-4%,24%,16,1%,30
O=C(CS(=O)(=O)c1cn(CC(=O)N2CCCC2)c2ccccc12)Nc1ccccc1,-5%,-5%,2%,31%,14,-1%,11
Nc1c(C(=O)Nc2ccc3c(c2)OCCO3)nnn1Cc1ccc(F)cc1,·,98%[activator],-8%,59%[activator],·,-4%,·
O=C(CN1C(=O)C2C3CCC(C3)C2C1=O)OCC(=O)c1ccccc1 (stereo unspecified),-2%,35%[activator],-1%,53%[activator],6,-2%,19
Nc1nccc(/C=C/c2c(F)cccc2Cl)n1,-13%,44%[activator],-7%,39%[activator],28*,-11%,68*
Cc1cc(NC(=O)CN2C(=O)NC3(CCC(C)CC3)C2=O)no1 (stereo unspecified),-1%,24%,-4%,10%,10,-4%,-11
COc1ccccc1CNC(=O)COC(=O)C1CC1,·,-4%,1%,-24%,·,24%,·
CCOCCCNC(=O)C1(O)c2ccccc2NC(=O)N1c1ccc(C)c(C)c1 (stereo unspecified),1%,-10%,13%,-2%[0.00184 µM],-2,-1%,3
CCSCc1nnc(SCC(=O)Nc2cccc(SC)c2)n1C,-2%,?,-7%,-1%,6,-3%,-1
Cc1ccc(CNC(=O)Cn2cncn2)cc1,-2%,-3%,0%,1%,-3,5%,-10
Cc1nc(-c2ccccc2)nc2[nH]c(C(C)C)cc(=O)c12,2%,5%,?,-27%,-3,0%,-4
CCOc1ccc(C(=O)NCC(=O)Nc2ccc(N3CCOCC3)cc2)cc1OCC,-9%,137%[activator],10%,i,21*,0%,124*
Cc1c(C(=O)N2CCCC2)oc2c1-c1nn(CC(=O)NCCCOC(C)C)cc1CC2,4%,-26%,6%,?,3,-10%&-8%,14
COC(=O)[C@H]1C[C@H]1[C@@H](NC(=O)c1ccc[nH]1)c1ccccc1,·,·,?,·,8,-11%,11
NC(=O)CNC(=O)[C@@H]1CC2(CC(c3ccc(Cl)cc3)=NO2)CN1C(=O)c1ccccc1 (stereo partly specified),-1%,?,21%,5%,3,2%,22
Cc1ccc(C(=O)NCc2ccncc2)cc1S(=O)(=O)N1CCCCC1,1%,?,·,-11%,-1,3%,15
COC(=O)C1CCN(C(=O)COC(=O)c2cc(-c3cccs3)nn2-c2ccccc2)CC1,·,-2%,?,?,·,0%,·
COc1ccc(C2=NOC(C(=O)Nc3c(C)n(C)n(-c4ccccc4)c3=O)C2)cc1OC (stereo unspecified),6%,-3%,-2%,·,-9,-2%,-19
CC(=O)Nc1ccc(N/C=C/C(=O)c2ccco2)cc1,?,5%,-1%,232%[activator],59*,5%,76*
CCC(C(=O)Oc1c(C(C)C)cccc1C(C)C)c1ccccc1 (stereo unspecified),·,?,21%,-14%,·,-4%,·
COC(=O)c1ccc(C)c(NS(=O)(=O)c2ccc(OC)cc2)c1,1%,?,-21%,·,-1,9%,-11
CC1(CCc2ccccc2)NC(=O)N(Cc2nnc(-c3ccccc3Br)o2)C1=O (stereo unspecified),1%,?,5%,-11%,-2,-2%,-2

# Filtered by structure, the entries above containing two or more sulfur atoms
SMILES,LmPK inh,Pf growth 96h,HCV inh,Pf growth 48h,Cycloheximide cs,TbPYK inhibitor,Shiga toxin inh
CC(C)(C)S(=O)c1cccs1 (stereo unspecified),-2%,11%,8%,·,1,0%,-18
O=C(CSc1nnc(Cc2cccs2)n1C1CCCCC1)N1CCCc2ccccc21,1%,·,?,?,8,-11%,3
S=c1[nH]nc(CSc2nc3ccccc3s2)n1Cc1ccccc1,?,-19%,7%,·,-6,?,-25
CCSCc1nnc(SCC(=O)Nc2cccc(SC)c2)n1C,-2%,?,-7%,-1%,6,-3%,-1

# Going on with the list:
SMILES,LmPK inh,Pf growth 96h,HCV inh,Pf growth 48h,Cycloheximide cs,TbPYK inhibitor,Shiga toxin inh
CCC1(CC)C(=O)N(C)C(=O)NC1=NC,2%,3%,0%,25%,-1,0%,-11
Cn1c(=O)c2c(nc(CN3CCN(C(=O)c4ccco4)CC3)n2CCCc2ccccc2)n(C)c1=O,11%,7.4µM*,-6%,·,-5,2%,-18
CC(C)(C)NC(=O)NC(=O)CSc1ncc(C(F)(F)F)cc1Cl,2%,·,-8%,-36%,1,-2%,-8
CSc1nnnn1-c1ccc(Cl)cc1,0%,?,21%,14%,1,0%,-6
COc1ccc(NC(C)=O)c(C)c1,12%,-18%,1%,-1%,-3,3%,-10
COc1ccc(-c2cn3c(C)c(C(=O)Nc4cccc(C)n4)sc3n2)cc1,0%,17%,?,?,12*,?,-2
Cc1ccc(CC(=O)NC2CCSC2=O)cc1 (stereo unspecified),11%,11%,19%,64%[activator],3,-1%,6
COc1cc(CNCCc2ccccc2)ccc1OCC(=O)NC(C)(C)C,-2%,29%,-24%,5%,-5,-4%,-7
O=C(O)CCCCCn1c(SCC(=O)N2CCCC2)nc2ccsc2c1=O,-2%,?,18%,-3%,-4,-4%,14
CCCn1c(=O)c(C(=O)Nc2ccccc2)c(O)c2ccccc21,-2%,3%,4%,33%[activator],-1,-5%,16
CCN(CC(=O)Nc1c(F)cccc1F)C(=O)c1ccc2c(c1)NC(=O)C(C)S2 (stereo unspecified),·,1%,8%,1%,·,0%,·

# Of the compounds above, 3 contain a tert-butyl group:
SMILES,LmPK inh,Pf growth 96h,HCV inh,Pf growth 48h,Cycloheximide cs,TbPYK inhibitor,Shiga toxin inh
CC(C)(C)S(=O)c1cccs1 (stereo unspecified),-2%,11%,8%,·,1,0%,-18
CC(C)(C)NC(=O)NC(=O)CSc1ncc(C(F)(F)F)cc1Cl,2%,·,-8%,-36%,1,-2%,-8
COc1cc(CNCCc2ccccc2)ccc1OCC(=O)NC(C)(C)C,-2%,29%,-24%,5%,-5,-4%,-7

# Screens from PubChem.
